Compound activity deposited in PubChem by National Center for Advancing Translational Sciences (NCATS).
MmCpn inh = M. maripaludis TRiC chaperonin inhibition; purified Mm-Cpn ATPase, ADP Transcreener TR-FRET; Potency, µM (doses to about 76.9 µM), for the others: at the top dose activity, negative = inhibition, most hits filed as inhibitors; 330,000 tested, 0.031% active; AID 504842; further: potency means the concentration at half of the fitted maximal effect; on the % scale 0 is the no-effect control and ±100 the full control effect; nearly all actives have a fitted effect of over 80% in size
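Measured: ADP formation by purified Mm-CPN. Conditions: 25 nM protein, 10 uM ATP, Tris pH 7.4 with Mg2+, K+ and DTT, 37°C for 30 min. Detection: Transcreener HTRF after 30 min at room temperature.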
PTHR1 agonist = PTHR1 (human) receptor agonism; Potency, µM (top dose mostly 115 µM), for the others: at the highest dose activation, hits mostly activators; AID 743266; HEK293 GP2 PTHR1 cells, GloSensor cAMP luminescence, 1 h; 410,000 tested, 0.075% active; further: potency means the concentration at half of the fitted maximal effect; nearly all actives have a fitted effect of over 55% in size; some results filed as inactive show a strong effect at the top dose; inactives centre near -15; many of its hits are not listed in these tables
Target sequence (Q03431 whole entry, looked up): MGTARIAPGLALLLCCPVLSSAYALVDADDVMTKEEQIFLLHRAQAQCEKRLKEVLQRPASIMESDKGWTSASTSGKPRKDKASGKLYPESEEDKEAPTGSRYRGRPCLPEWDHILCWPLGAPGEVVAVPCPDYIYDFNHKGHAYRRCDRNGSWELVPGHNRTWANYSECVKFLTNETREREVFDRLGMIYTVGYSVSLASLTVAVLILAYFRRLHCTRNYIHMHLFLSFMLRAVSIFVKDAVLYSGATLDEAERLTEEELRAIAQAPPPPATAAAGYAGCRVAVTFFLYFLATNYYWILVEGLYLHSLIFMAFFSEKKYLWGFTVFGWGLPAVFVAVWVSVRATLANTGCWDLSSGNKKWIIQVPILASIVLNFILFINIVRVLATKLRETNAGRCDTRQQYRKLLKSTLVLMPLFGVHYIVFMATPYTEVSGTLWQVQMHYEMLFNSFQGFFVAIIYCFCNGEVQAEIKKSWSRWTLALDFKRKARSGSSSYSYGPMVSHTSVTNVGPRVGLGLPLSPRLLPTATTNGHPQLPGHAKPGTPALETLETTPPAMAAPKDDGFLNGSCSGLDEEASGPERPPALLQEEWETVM
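HEK-293-derived GP2 cells expressing PTHR1 and a GloSensor cAMP reporter, 3,000/well, plated overnight, given luciferin plus IBMX (each 0.5 mM as added) for 1 h at 37 °C, then compound for 1 h at 37 °C. Luminescence was read after 15 min at room temperature.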
aSyn yeast inh = inhibitors of alpha-synuclein toxicity in yeast. Potency, µM (doses to about 46.1 µM), for inactives: top-dose growth rescue (activation), most hits filed as activators. AID 652106. Yeast expressing alpha-synuclein, growth rescue, BacTiter-Glo, 24 h. 370,000 tested, 0.14% active; further: potency means the concentration at half of the fitted maximal effect; % of control where 0% means no effect; nearly all actives have a fitted effect of over 65% in size
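Readout is rescue of growth in alpha-synuclein-expressing yeast, so inhibitors of toxicity appear as activators. Growth after 24 hr at 30 deg C in galactose medium is quantified by luminescence.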
GLP-1R inv ag = acts as inverse agonist at human GLP-1 receptor; P43220; HEK293 GLP-1R CRE-luciferase, luminescence, 24 h; GLP-1R form is constitutively active; Potency, µM (doses to about 38.3 µM), inactives show top-dose activity change, negative = inhibition, actives largely listed as inhibitors; 410,000 tested, 1.6% active; further: potency means the concentration at half of the fitted maximal effect; on the % scale 0 is the no-effect control and ±100 the full control effect; nearly all actives have a fitted effect of over 55% in size
Target sequence (P43220 whole entry, looked up): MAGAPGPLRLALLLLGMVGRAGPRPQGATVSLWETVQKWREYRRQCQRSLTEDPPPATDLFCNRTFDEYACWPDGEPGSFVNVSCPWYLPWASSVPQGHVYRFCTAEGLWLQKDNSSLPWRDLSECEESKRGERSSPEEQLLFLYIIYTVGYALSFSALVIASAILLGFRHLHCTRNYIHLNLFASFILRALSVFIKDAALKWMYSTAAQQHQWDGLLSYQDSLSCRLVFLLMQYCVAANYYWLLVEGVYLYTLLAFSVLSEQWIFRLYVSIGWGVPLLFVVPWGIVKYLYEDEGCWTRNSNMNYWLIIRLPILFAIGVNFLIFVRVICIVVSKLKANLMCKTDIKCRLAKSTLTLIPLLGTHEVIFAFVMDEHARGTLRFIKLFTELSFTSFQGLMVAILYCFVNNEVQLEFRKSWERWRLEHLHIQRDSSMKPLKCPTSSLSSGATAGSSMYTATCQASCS
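Luminescence readout: a drop in cAMP-driven luciferase signal flags inverse agonism at a constitutively active GLP-1R stably expressed in HEK293. Compound exposure lasted 24 hr at 37 deg C, 5% CO2.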
FUS yeast rescue = rescues growth of FUS-expressing yeast. 390,000 tested, 0.24% active. S. cerevisiae FUS-expressing, growth rescue, OD600, 24 h. AID 1347120. Potency, µM (highest dose often 76.6 µM), inactives show at the highest dose growth rescue (activation), usual class: activators;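 further: potency means the concentration at half of the fitted maximal effect; plate controls were DMSO vehicle for no effect and reference control for full effect; nearly all actives have a fitted effect of over 55% in size; some results filed as inactive show a strong effect at the top dose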
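Yeast FUS proteinopathy model; galactose-induced FUS (2%), starting OD 0.005. Cpds in dilution series, 24hr, 30C, 99% humidity. Abs 600 nm growth. Pos ctrl CP55940 (top 92uM final); neg ctrl DMSO.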
Akt phos inh = inhibitors of Akt phosphorylation; Neuro2A IGF-stimulated pAkt S473 HTRF, 20 min; stronger effect = lower value; activity change, % for hits at 50 µM; 360,000 tested, 0.32% active; AID 651550; in the data active means activity change below about -80%; inconclusive means mostly about -51% to -80%; further: on the % scale 0 is the no-effect control and ±100 the full control effect
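Neuro2A cells (4,500/well, DMEM with 0.5% FBS) were treated with compound at a single 50 µM final concentration, stimulated with 6 nM IGF for 20 min at 37 °C, and lysed. Phospho-Akt Ser473 was read by HTRF as 665/615 ratio ×10^4.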
Abeta yeast res = compounds reversing amyloid beta toxicity in yeast | 410,000 tested, 0.063% active | yeast expressing A-beta42, growth rescue, OD600, 48 h; response scale: 0% DMSO, 100% iron-clioquinol control | Potency, µM (highest dose often 46.1 µM), for the others: at the top dose growth rescue, usual class: activators | AID 1347071; further: potency means the concentration at half of the fitted maximal effect; nearly all actives have a fitted effect of over 55% in size
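Yeast growth medium received pinned compounds, then yeast cells expressing toxic A-beta were added; plates incubated at 30 C for 48 hr. Growth read as absorbance at 600 nm, normalized to DMSO and equimolar FeCl3 plus clioquinol controls.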
TDP43 rescue = rescues yeast growth from TDP-43 toxicity; TDP-43 expressing yeast growth rescue, BacTiter-Glo, 24 h; Potency, µM (series often up to 46.1 µM), for inactives: at the highest dose growth rescue (activation), hits mostly activators; 410,000 tested, 1.8% active; AID 652104; further: potency means the concentration at half of the fitted maximal effect; % of control where 0% means no effect; nearly all actives have a fitted effect of over 50% in size
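Cell-based yeast growth screen: TDP-43 expression induced in galactose, inoculum OD600=0.02 after raffinose pregrowth to mid-log. Read-out BacTiter-Glo luminescence at 24 hr, 30 deg C; inhibition of toxicity seen as signal increase.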
HEK293 tox = cytotoxicity in counter-screen for GLP-1R inverse agonists; HEK293 cAMP-luciferase reporter cells, luminescence, 24 h; Potency, µM (doses to about 38.3 µM), inactives show at the top dose activity change, negative = inhibition, usual class: inhibitors; 410,000 tested, 0.13% active; AID 624418;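 further: loss of luciferase light is scored as toxicity; potency means the concentration at half of the fitted maximal effect; on the % scale 0 is the no-effect control and ±100 the full control effect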
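1536-well qHTS counterscreen of the MLSMR; 200 cells/uL, 12 h pre-incubation, 23 nL cpd, 24 h at 37 deg C 5% CO2, luciferase detection reagent, 12 min RT, luminescence. Inhibition = undesired.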
Starred values were filed as active, the others as inactive; i = inactive; ? = inconclusive; / = not tested or not shown; [ ] = another dose, or the depositor's remark. Unless noted, the call rests on the fitted dose curve; in most records, active means well fitted curve in the direction sought with a large enough effect; inconclusive means small, poorly fitted or top-dose-only effect, or another doubt; inactive means no such curve, though single readings can be large; an effect the other way counts as inactive or inconclusive. An excerpt, so the mix of outcomes need not match the whole.

SMILES	MmCpn inh	PTHR1 agonist	aSyn yeast inh	GLP-1R inv ag	FUS yeast rescue	Akt phos inh	Abeta yeast res	TDP43 rescue	HEK293 tox
CCNC(=O)C(C)Sc1ccc(Cl)cc1 (stereo unspecified)	1%	-4%	-3%	0%	17%	i	0%	-2%	77%[activator]
CCC(=O)Nc1ccc(C(=O)N/N=C/c2cccnc2)cc1	-1%	-2%	-3%	0%	2%	i	6%	-11%	-6%
Cc1cc(C)nc(-n2nc(C)cc2NC(=O)CN2CCCC2)n1	1%	3%	3%	?	-13%	i	-25%	1%	?
CCn1c(=O)cc(OCC(=O)Nc2cccc(C)n2)c2ccccc21	1%	i	-15%	24%	6%	i	6%	7%	-1%
CC(NC(=O)c1ccccc1F)c1cccc2ccccc12 (stereo unspecified)	5%	i	-25%	?	-2%	i	-13%	-2%	12%
CCOC(=O)Cn1c(-c2ccccc2)cc(SC)c(C#N)c1=O	-3%	3%	-14%	10µM*	-1%	i	0%	-7%	4%
O=C1CN(Cc2nc3cc(Cl)ccc3c(=O)[nH]2)CCN1	-3%	?	-1%	14%	40%	i	-6%	-21%	-1%
COc1cccc(NC(=O)c2nnn(CC(=O)Nc3cc(C)cc(C)c3)c2N)c1	-8%	i	0%	-6%	7%	i	9%	7%	-13%
COc1ccc(N2C(=O)c3ccc(C(=O)Nc4ccccc4OC)cc3C2=O)cc1	-2%	?	-5%	-9%	-14%	i	8%	5%	13%
Cc1nc2ccc(S(=O)(=O)Nc3ccccc3C)cc2s1	?	-4%	10%	0%	20%	i	-7%	-11%	7%
O=C(COc1ccc(Br)cc1)Nc1ccc(Cc2ccncc2)cc1	0%	i	-7%	-12%	-1%	i	6%	-1%	-13%
Cc1ccsc1/C=N\NC(=O)c1n[nH]c2c1CCC2	4%	-32%[inhibitor]	-4%	2.8µM*	2%	i	-5%	-8%	?
COc1cc(CN2CCN(Cc3ccc(C)cc3)C(CCO)C2)cc(OC)c1O (stereo unspecified)	10%	i	1%	5%	-22%	i	-5%	2%	2%
CCOc1nc(OCC)nc(-n2cc(-c3ccccc3)nn2)n1	-1%	-2%[57.5 µM]	4%	60%[activator]	8%	i	14%	24%	-10%
C(=N\Nc1ccccc1)/c1nc2ccccc2s1	1%	-16%	-1%	-22%	13%	i	-3%	4%	-4%
COc1cc2nc(NC(=O)c3ccc(S(=O)(=O)N4CCc5ccccc54)cc3)sc2cc1OC	/	-35%[inhibitor]	4%	?	36%	/	2%	0%	-13%
O=C(CN1C(=O)CCS(=O)(=O)c2ccccc21)Nc1ccc(F)cc1	-2%	i	-3%	2%	18%	i	2%	-3%	7%
CCCC#Cc1ccc2c(c1)O[C@H](CN(C)C(=O)CC1CC1)[C@H](C)CN([C@@H](C)CO)S2(=O)=O	/	i	0%	-20%	?	i	-1%	25%	-6%
CN(CC(=O)Nc1ncn[nH]1)S(=O)(=O)c1ccc(Cl)cc1	-1%	i	0%	2%	-4%	i	-9%	-11%	-5%
CCCNS(=O)(=O)c1ccc(OCC(=O)Nc2ccccc2F)cc1	0%	-2%[57.5 µM]	-5%	8%	8%	-102%*	?	15%	-4%
O=C(COC(=O)c1ccc([N+](=O)[O-])o1)Nc1cccc(S(=O)(=O)N2CCCCC2)c1	1%	-17%	0%	7%	14%	i	-22%	8%	1%
O=C(O)c1oc2ccccc2c1CSc1ccc(Cl)cc1	2%	i	-52%[inhibitor]	?	16%	i	-39%[inhibitor]	1%	-10%
O=C(NC1CC1)c1cc(=O)c2ccccc2o1	3%	i	-7%	7%	-7%	i	5%	4%	21%
CCN(CC)c1ccc2cc(-c3nc4ccccc4n3C)c(=O)oc2c1	0%	i	-5%	?	/	i	15%	?	/
CCCOc1ccc(/C=C/C(=O)OCC(=O)N(C)c2c(N)n(Cc3ccccc3)c(=O)[nH]c2=O)cc1OCC	2%	-19%	1%	-7%	/	i	-14%	-3%	-4%
COC(=O)c1sc2nc(N)c(C#N)cc2c1N	-26%	i	-5%	114%[activator]	/	i	3%	14%	10%
CCN(C(=O)CSc1nc(-c2cccs2)nc2ccccc12)C1CCS(=O)(=O)C1 (stereo unspecified)	?	i	1%	-7%	40%	i	6%	11%	5%
O=C(CSc1nc2ccccc2c(=O)n1-c1ccc(Cl)cc1)N/N=C/C=C/c1ccccc1[N+](=O)[O-]	-3%	-17%	1%	?	21%	i	18%	2%	6%
COCCCN1C(=O)C(=O)/C(=C(/O)c2ccc(S(=O)(=O)N3CCCCC3)cc2)C1c1cccc(OC)c1 (stereo unspecified)	-2%	i	-1%	28%	-19%	/	-6%	10%	2%
Oc1c(C(Nc2cccc(C(F)(F)F)c2)c2ccncc2)ccc2cccnc12 (stereo unspecified)	1%	i	?	18%[0.307 µM]	?	i	-33%[inhibitor]	0%	-1%[0.307 µM]

Part of the list above, reformatted:
structure,MmCpn inh,PTHR1 agonist,aSyn yeast inh,GLP-1R inv ag,FUS yeast rescue,Akt phos inh,Abeta yeast res,TDP43 rescue,HEK293 tox
O=C(COC(=O)c1ccc([N+](=O)[O-])o1)Nc1cccc(S(=O)(=O)N2CCCCC2)c1,1%,-17%,0%,7%,14%,i,-22%,8%,1%
CCOc1nc(OCC)nc(-n2cc(-c3ccccc3)nn2)n1,-1%,-2%[57.5 µM],4%,60%[activator],8%,i,14%,24%,-10%
COC(=O)c1sc2nc(N)c(C#N)cc2c1N,-26%,i,-5%,114%[activator],/,i,3%,14%,10%

(next part)
SMILES	MmCpn inh	PTHR1 agonist	aSyn yeast inh	GLP-1R inv ag	FUS yeast rescue	Akt phos inh	Abeta yeast res	TDP43 rescue	HEK293 tox
Cc1ccc(C(=O)NCC#N)cc1	4%	-12%	-1%	11%	-3%	i	-5%	-1%	5%
Cc1cccc(N2CCN(C(=O)C3COc4ccccc4O3)CC2)c1C (stereo unspecified)	-1%	-94%[inhibitor]	-6%	?	21%	i	-16%	?	0%
CCn1c2ccccc2c2nnc(SCC(=O)N3CC(C)OC(C)C3)nc21 (stereo unspecified)	0%	i	6%	0%	8%	i	-12%	-19%	-10%
Cc1cc(C)cc(NC(=O)c2ccc(S(=O)(=O)C(F)F)cc2)c1	1%	i	11%	?	4%	i	25%	?	1%
CC(=O)Nc1ccc(S(=O)(=O)N2CCSc3ccccc32)cc1	-1%	-20%	9%	?	-1%	i	28%	?	?
CC(=O)c1c(C)[nH]c(C(=O)CSc2nc3ccccc3c(=O)n2CCCO)c1C	-9%	i	3%	90%[activator]	8%	i	-2%	-1%	0%
CC1(C)C2CCC(CN)C1C2 (stereo unspecified)	/	i	0%	4%	-10%	i	-8%	15%	0%
COC(=O)CCN(C(C)=O)c1ccc(N)cc1	1%	i	-8%	-1%	-1%	i	-3%	-7%	-11%
CCOc1ccc(NC(=O)Cn2nc(SC)c(S(=O)(=O)c3ccccc3)c2N)cc1	/	i	/	?	38%	/	0%	22%	-2%
O=C1C2CC=CCC2C(=O)N1c1ncn[nH]1 (stereo unspecified)	1%	-22%	3%	0%	-17%	i	10%	0%	6%
COc1ccc(C(=O)OCC(=O)Nc2ccc(OC(F)F)cc2)c(OC)c1	1%	i	6%	-4%	24%	i	14%	21%	3%
CNC(=O)NC(=O)COC(=O)c1ccc(-n2c(C)ccc2C)cc1	2%	-21%	-8%	11%	/	i	21%	-7%	-11%
O=c1[nH]c(NC2CCCCC2)c([N+](=O)[O-])c(=O)[nH]1	0%	i	6%	10%	13%	i	?	-26%	-1%
O=C(Nc1cccc2ncccc12)c1ccc(F)cc1	0%	i	-6%	8%	7%	i	-21%	14%	0%
COc1ccc(-n2cnc3ccccc3c2=O)c([N+](=O)[O-])c1	1%	0%	1%	?	-2%	i	2%	?	-3%
Cc1cc(C(=O)OCC(=O)Nc2ncc(C(F)(F)F)cc2Cl)c(C)o1	1%	-82%[inhibitor]	-6%	-9%	/	i	-4%	-8%	3%
COc1cccc(C(=O)Nc2cc(-c3cn4cccnc4n3)ccc2C)c1OC	/	2%	/	7%	6%	/	-3%	-3%	-9%
CCN(CC)C(=S)SCC(=O)Nc1ccc(S(N)(=O)=O)cc1	-2%	i	-1%	18%	22%	i	-17%	-16%	-5%
N#C/C(=N\Nc1ccc(F)cc1)C(=N)N1CCCCC1	0%	-2%	-2%	-23%	2%	i	8%	-32%	?
N#CC1(NC(=O)COC(=O)c2nc(Cl)ccc2Cl)CCCCC1	1%	i	0%	4%	0%	i	12%	17%	-3%
CN1C(=O)CSC1=S	-2%	i	-6%	2%	-23%	i	-22%	19%	7%
CCOC(=O)C1CCN(C(=O)c2ccccc2)C(CC)C1=O (stereo unspecified)	/	8%	3%	?	/	i	-5%	-11%	0%
Cc1[nH]c2ccccc2c1C(=O)C(=O)NCCC1=CCCCC1	0%	-66%	-4%	?	/	i	-11%	4%	-14%
N#CC1=C(N)N2C(=C(C#N)C13CCCC3)Nc1ccccc12	3%	-10%	4%	18%	-29%	i	-2%	16%	7%
